TCR CD3 inh = inhibitors of human TCR-CD3 interaction, primary screen, biochemical, fluorescence, TAMRA-labeled TCR probe. actives 0.37% (n = 360,000). T-cell receptor (TCR). AID 651800, 2012. inhibition, % at 9.4 µM; in the data active = inhibition above about 19%;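 also: recombinant mutant TCR 2C K166C tagged with TAMRA read by polarization; 0% = receptor in buffer alone and 100% = receptor with positive control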
MBD2 inh = inhibitors of MBD2 binding to methylated DNA, primary screen, biochemical, TR-FRET, DNA-binding domain, human | Methyl-CpG-binding domain protein 2 (Homo sapiens), Q9UBB5 | MBD2 binding to methylated oligonucleotide | inhibition, % at 4.4 µM | actives 0.31% (n = 370,000) | AID 686964, 2013; in the data active = inhibition above about 13%
HTRA1 inh = HTRA1 serine protease inhibitors, primary screen, biochemical, fluorescence polarization, HTS. inhibition, % at 5.96 µM. recombinant HTRA1, FP-rhodamine activity-based probe. actives 0.5% (n = 340,000). AID 504803, 2011; in the data active = inhibition above about 36%;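 also: 0% = enzyme with DMSO and 100% = wells lacking enzyme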
ABHD4 inh = ABHD4 inhibitors, primary screen, biochemical, fluorescence polarization, mouse | (Lyso)-N-acylphosphatidylethanolamine lipase (Mus musculus), Q8VD66 | purified mABHD4, FP-Rh probe fluorescence polarization | inhibition, % at 8.92 µM | actives 0.54% (n = 370,000);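 active = inhibition exceeding the mean over every tested compound plus 3 SD, cut at about 30% in these data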;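 also: 0% = plate median of compound wells and 100% = S159A mutant with DMSO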
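Assay system: Wild-type mouse ABHD4 protein | Medium: HEPES pH 7.0 buffer, 150 mM NaCl, 0.01% Pluronic F-127 | Incubation: Enzyme–compound pre-incubation 45 min, then probe 60 min, both 25 °C | Technique: Fluorescence polarization with parallel and perpendicular emission, 525/598 nm | Evaluation: % inhibition of FP-Rh probe binding versus controls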
PRMT1 FP inh = PRMT1 methyltransferase inhibitors, primary screen, biochemical, fluorescence polarization; inhibition, % at 2.79 µM; actives 1.3% (n = 370,000); recombinant PRMT1, activity-based probe fluorescence polarization; Protein arginine N-methyltransferase 1 (Homo sapiens), Q99873;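 active = inhibition above about 21% made by adding two undisclosed values, limit read from the data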
LEDGF integ inh = blockers of LEDGF/p75-dependent integrase strand transfer – biochemical, TR-FRET, high throughput, primary screen; TR-FRET IN-LEDGF/p75 DNA integration, Eu/Cy5; inhibition, % at 3.7 µM; actives 0.64% (n = 370,000);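 active = inhibition above the screen-wide mean plus 3 SD, cut at about 13% in these data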;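 also: signal is the Cy5 over europium emission ratio at 671 and 618 nm; 0% = plate median of compound wells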
rCAG binder = binders of r(CAG) RNA repeats, primary screen, biochemical, fluorescence | inhibition, % at 3 µM | actives 1.3% (n = 370,000) | r(CAG) RNA repeat, TO-PRO-1 dye displacement fluorescence;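 active = inhibition above the plate cutoff, the mean of all test compounds on that plate plus 3 SD, cut at about 35% in these data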;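 also: 0% = DMSO alone and 100% = 100 µM mitoxantrone as full dye displacement; higher means more dye released from RNA so lower well fluorescence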
TDP2 inh = human TDP2 enzyme inhibitors, primary screen, biochemical, epi absorbance, recombinant enzyme; Tyrosyl-DNA phosphodiesterase 2 (Homo sapiens), O95551; T5PNP hydrolysis, p-nitrophenol absorbance 415 nm; inhibition, % at 12.8 µM; actives 0.34% (n = 370,000); AID 720702, 2013;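 active = inhibition above the mean of all tested compounds plus 3 SD, set per campaign, cut at about 25% in these data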;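 also: 0% = DMSO with enzyme and 100% = buffer with substrate but no TDP2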
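Test system: human TDP2 enzyme; Input: 120 nM TDP2 per well; Buffer or medium: Mg2+-containing Tris-HCl buffer, pH 7.5; Reagent: 5 mM T5PNP; Dosing: 12.8 µM single point, 1% DMSO; Incubation: reaction 2 h, 37 °C; Detection: p-Nitrophenol epi absorbance; Read-out: % inhibition relative to enzyme-containing and enzyme-free wells; Replicates: single well per compound.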
GC-B act = human GC-B receptor activators, primary screen, HEK293 GC-B cells, cGMP TR-FRET, EC30 CNP; actives 0.11% (n = 370,000); 0% at EC30 CNP, 100% saturating CNP; Atrial natriuretic peptide receptor 2 (Homo sapiens), P20594; activation, % at 10 µM;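 active = activation at 10 µM reaching about 35% in either raw or pattern-adjusted values, limit read from the data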
Target sequence (P20594 whole entry, looked up): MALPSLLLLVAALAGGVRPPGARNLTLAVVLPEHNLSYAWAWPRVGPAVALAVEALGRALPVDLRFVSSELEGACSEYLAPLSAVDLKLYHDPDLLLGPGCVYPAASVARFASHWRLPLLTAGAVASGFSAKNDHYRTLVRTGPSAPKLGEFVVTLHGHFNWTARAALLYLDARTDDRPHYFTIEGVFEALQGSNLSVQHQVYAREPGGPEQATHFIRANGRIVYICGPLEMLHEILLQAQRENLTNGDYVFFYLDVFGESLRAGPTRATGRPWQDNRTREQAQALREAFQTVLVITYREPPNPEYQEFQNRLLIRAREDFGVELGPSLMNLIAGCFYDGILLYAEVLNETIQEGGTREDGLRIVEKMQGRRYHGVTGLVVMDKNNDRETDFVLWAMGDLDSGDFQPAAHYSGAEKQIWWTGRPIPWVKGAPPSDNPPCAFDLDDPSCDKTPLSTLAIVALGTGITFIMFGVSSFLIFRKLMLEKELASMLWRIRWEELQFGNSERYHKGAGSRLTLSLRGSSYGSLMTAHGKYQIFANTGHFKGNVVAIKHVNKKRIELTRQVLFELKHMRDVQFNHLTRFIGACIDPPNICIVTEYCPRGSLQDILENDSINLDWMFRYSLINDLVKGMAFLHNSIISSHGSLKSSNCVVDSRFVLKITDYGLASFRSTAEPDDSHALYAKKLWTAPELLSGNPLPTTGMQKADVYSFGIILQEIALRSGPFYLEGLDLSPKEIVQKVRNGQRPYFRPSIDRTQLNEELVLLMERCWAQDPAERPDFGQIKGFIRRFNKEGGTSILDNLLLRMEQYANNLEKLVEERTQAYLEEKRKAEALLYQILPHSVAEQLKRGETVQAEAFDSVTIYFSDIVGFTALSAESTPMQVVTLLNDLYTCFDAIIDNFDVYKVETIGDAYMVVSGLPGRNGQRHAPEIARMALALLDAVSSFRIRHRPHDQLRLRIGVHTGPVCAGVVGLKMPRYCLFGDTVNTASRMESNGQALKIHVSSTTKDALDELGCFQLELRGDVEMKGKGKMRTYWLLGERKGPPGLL
SIAE primary = human SIAE inhibitors, primary screen, biochemical, fluorescence polarization, FP-Rh probe, 1536-well HTS; SIAE FP-Rh probe binding; AID 1053197, 2014; actives 0.69% (n = 370,000); inhibition, % at 9.66 µM;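 active = inhibition above a cutoff: mean of compounds within the control limits plus 3 SD of those, cut at about 17% in these data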;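 also: 0% = plate median of compound wells and 100% = probe without SIAE protein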
* hit, by the source's call; . = not tested or not shown. Only part of the results is shown. The share of hits here may be higher or lower than overall.

SMILES	TCR CD3 inh	MBD2 inh	HTRA1 inh	ABHD4 inh	PRMT1 FP inh	LEDGF integ inh	rCAG binder	TDP2 inh	GC-B act	SIAE primary
CC(=O)C[C@H]1c2ccccc2S(=O)(=O)N1C1CCCCC1	-5	0	1	4	1	3	2	3	7	4
O=C(CN(CC1CCCO1)C(=O)CCC(=O)Nc1nccs1)NCc1ccc2c(c1)OCO2 (centres undefined)	9	4	2	9	-4	0	-6	-4	-1	-4
CN(c1ccc(C(=O)Nc2ccc3c(c2)OCO3)cc1)S(C)(=O)=O	-2	0	1	1	2	0	-3	-13	5	-2
CC(C)(C)OC(=O)N1CCC2CCN(S(C)(=O)=O)CC21 (centres undefined)	-4	7	.	7	6	-2	0	8	-7	-2
O=C(CNC(=O)c1ccc(F)cc1)NCc1ccccn1	-1	-2	4	-2	-8	7	3	-7	3	-3
COC(=O)C1CN(CC(C)C)CCS(=O)(=O)N1Cc1ccc(Cl)cc1 (centres undefined)	.	-6	.	-1	-6	-2	-1	-9	-2	3
CCN(CC(=O)Nc1ccccc1C(F)(F)F)C(=O)c1oc2c(Cl)cccc2c1C	-10	-3	-9	-2	-2	5	3	-22	-2	-3
O=C1CC(=C(c2ccccc2)c2ccccc2)C(=O)N1CCCCN1CCN(c2ccccc2)CC1	-1	4	-2	10	1	2	-2	4	-4	-3
CCOC(=O)c1c(N)sc(C(=O)N(C)C)c1C	3	2	8	-2	-3	0	-2	1	4	-2
O=C1C=C(c2ccc(F)cc2OCc2ccccc2)C[C@@H](c2ccc(F)cc2)C1	4	0	-6	-4	3	-1	0	7	11	-3
O=C(Nc1ccc(S(=O)(=O)N2CCCCCC2)cc1)c1c(F)cccc1F	-3	-4	-39	-29	-3	3	4	-1	-2	2
O=C(NC(=S)NCCc1ccccn1)c1ccccc1	-4	-6	-3	-1	-4	-3	-2	0	-2	2
COc1cc(CNCCNC(=O)c2nonc2N)ccc1OCc1ccc(Cl)cc1	13	-4	-6	10	-2	0	-3	-5	-12	-10
Cc1nc2nc(SCC(=O)NCCCN3CCCC(C)C3)nn2c(C)c1Cc1ccccc1Cl (centres undefined)	2	0	0	3	0	-1	-2	12	-13	11
CN(C(=O)Cn1nc(C(=O)O)c2ccccc2c1=O)c1ccccc1	-2	4	6	2	1	-1	-6	-6	-1	-7
O=C(CSc1nc2scc(-c3ccco3)c2c(=O)n1-c1ccccc1)NCC1CCCO1 (centres undefined)	-3	2	-3	0	6	3	7	-4	3	-7
COc1cccc(C(=O)Nc2ccccc2)c1	-4	0	2	-3	1	-4	-5	-4	4	-5
N=C1C(c2ccccc2)=C(O)CN1c1cccc(S(=O)(=O)Nc2cccc(C(F)(F)F)c2)c1	8	2	6	1	-2	-1	13	-5	-5	0
O=C(c1cccc(S(=O)(=O)N2CCCCC2)c1)N(CCc1ccccc1)Cc1ccccc1	0	4	-29	-6	-4	3	4	-3	-4	-3
Fc1ccc(-c2ccc3c(c2)C2CC3CCN2Cc2ccc3c(c2)OCO3)cc1 (centres undefined)	-6	3	-14	5	0	-1	2	0	1	3
CC(=O)c1ccc(N2CCN(CC(O)COCc3ccco3)CC2)cc1 (centres undefined)	-1	2	-2	8	3	-2	-5	5	1	1
CCc1nnc(NC(=O)CSc2nnc(Cc3ccccc3)n2Cc2ccccc2)s1	2	3	3	-3	-4	-1	-5	2	0	-1
COc1ccc(OC)c(NC(=O)c2cccc(C)c2[N+](=O)[O-])c1	8	3	-5	-3	-1	3	-1	5	1	5
Cc1ccccc1CS(=O)(=O)Cc1ccc(C(=O)Nc2ccc(F)cc2F)o1	.	0	.	-3	11	1	3	-5	1	4
CCOC(=O)CC(=O)NC(CC(=O)OC)c1ccc(Br)cc1 (centres undefined)	8	3	-1	0	-1	0	-3	8	-10	3
O=C(CCc1ccccc1)Nc1ccc(NS(=O)(=O)c2ccccc2)cc1	4	1	-11	-9	1	2	6	-11	-8	-4
CCN(C(=O)Cn1c(=O)n(-c2cc(OC)c(OC)c(OC)c2)c(=O)c2ccccc21)c1cccc(C)c1	-8	-2	1	-2	-6	4	-2	13	2	0
Cc1cc(=O)[nH]c(N2CCc3ccccc3C2)n1	-2	1	7	5	-4	-1	-2	5	6	-4
O=C(C[C@H]1CC[C@@H](NC(=O)c2ccncc2)[C@@H](CO)O1)NCC1CC1	5	-2	.	1	3	-3	3	-4	5	-1
O=C(COC(=O)c1cc(S(=O)(=O)N2CCCC2)ccc1O)NCCc1ccccc1	1	1	-6	4	-1	4	4	-6	3	-4
COc1ccc(S(=O)(=O)N(CC(=O)NC2CC2)Cc2ccccc2)cc1	4	3	-5	0	-6	0	-1	-12	1	-3
Nc1ncnc2nc(SCC(=O)N3CCN(c4ccccc4)CC3)[nH]c12	4	4	1	-2	-1	-2	2	-10	-1	8
Cn1cccc1C(=O)OCc1ccc(F)cc1	-2	-3	7	-1	-2	0	1	-1	1	-9
COc1ccc(NC(=O)C(C)N2C(=O)c3ccccc3S2(=O)=O)c(OC)c1 (centres undefined)	-3	2	0	4	0	1	-2	12	1	4
COc1ccc(OCC(=O)O/N=C(\N)c2ccc(OC)c(OC)c2)cc1	4	-3	-9	-14	0	0	-1	-20	1	5
Cc1ccc2c(c1)C1CN(C)CCC1N2C(=O)COc1ccc(N(C)S(=O)(=O)c2cccs2)cc1 (centres undefined)	-3	-5	2	-2	-2	-1	-7	-5	-1	1
O=C(Nc1nnc(-c2ccc3c(c2)CCCC3)o1)c1ccc(Cl)cc1Cl	6	2	21	-45	-4	6	57*	-11	0	-4
Cc1ccc(Nc2nc(C)cc(C)n2)c(Br)c1	2	-1	-2	0	3	-4	-1	-2	-5	5
Cc1nonc1C(=O)N/N=C/c1ccccc1	14	-2	10	2	-3	-3	0	-2	1	4
Cc1ccc(C(C)NC(=O)c2cc3cc(Br)ccc3oc2=N)cc1 (centres undefined)	2	-2	3	-2	4	-6	8	-10	1	-2
O=C(O)C1CCN(S(=O)(=O)N2CCOCC2)CC1	-1	0	2	2	1	-4	-1	-2	0	-2
CC1=NS(=O)(=O)c2cc(Cl)ccc2N1	6	1	0	3	2	-4	2	3	3	-6
O=C(CNC(=O)Cc1ccccc1)NCC(=O)OCC(=O)c1ccc(F)cc1	1	-1	-9	0	5	-4	-3	2	-2	1
Cc1ccc(C)c(N2CCN(S(=O)(=O)c3cn(C)cn3)CC2)c1	8	-3	-1	-3	0	1	-3	-5	3	-5
Cn1c(Cc2cccc3ccccc23)nnc1SCC(=O)N1CCN(c2cccc(Cl)c2)CC1	1	2	-21	-4	-6	2	-4	15	-13	-3
COCCNC(=O)NC(=O)COC(=O)c1cc([N+](=O)[O-])ccc1Sc1nc(C)cs1	6	0	-1	-2	-1	0	-1	-2	1	4
CC1CN(C(=O)c2cc(-c3ccncc3)nc3ccccc23)CC(C)O1 (centres undefined)	-3	8	12	1	3	-3	-2	1	-15	4
COc1cc(/C=N/NC(=O)C[n+]2ccccc2)cc(OC)c1OC(C)=O	7	-2	5	6	-1	1	-2	-13	2	-1
CC(C)CN(CC(C)C)c1nnc(NC(=O)Cn2c(=O)oc3ccccc32)s1	-5	-3	-4	-3	6	1	6	-2	9	1
CCc1ccc(C2=CSC3=NCCN23)cc1	2	1	3	7	4	-4	-2	7	1	2
CCC(=O)Nc1cnc(NC(=O)c2cccc(F)c2)cc1C	3	1	-3	1	-1	-1	-2	6	4	3
CSCCC(NC(=O)COc1ccccc1)C(=O)OCCOc1ccc(Br)cc1 (centres undefined)	-1	5	-34	-14	4	-5	-3	-9	-2	-6
CCCCCCCCCCCCCCCC[n+]1cccc(C(=O)N(CC)CC)c1	0	-3	58*	43*	-2	3	5	6	4	0
O=c1c2ccccc2nnn1CCO	7	3	2	3	-2	-1	2	-1	4	-8
Cc1ccc(S(=O)(=O)NCc2ccco2)c(C)c1C	-8	6	3	-30	5	-1	0	-4	8	-4
Cc1ccc(N2CC(C(=O)OCC(=O)Nc3c(C)cccc3C)CC2=O)cc1 (centres undefined)	4	-5	6	0	-1	2	-1	-3	3	0
COc1cc(O)c2c(=O)c(-c3ccc(O[C@@H]4O[C@H](CO)[C@@H](O)[C@H](O)[C@H]4O)cc3)coc2c1	-16	5	-6	-15	9	0	1	-13	2	-2
O=C(CCCCn1c(=O)[nH]c2ccccc2c1=O)NCCc1c[nH]c2ccccc12	4	5	-2	2	-5	5	1	-4	-2	-2
CC1(C(=O)NS(=O)(=O)c2ccc(Br)cc2)CCN1C(=O)CCc1cccs1 (centres undefined)	2	2	.	5	1	0	11	-8	-1	6
CC(C)(C)c1ccccc1OCCCCCNCCO	-1	4	8	13	3	4	6	4	1	-9

(continued)
SMILES	TCR CD3 inh	MBD2 inh	HTRA1 inh	ABHD4 inh	PRMT1 FP inh	LEDGF integ inh	rCAG binder	TDP2 inh	GC-B act	SIAE primary
CCOC(=O)C1CCN(S(=O)(=O)c2ccc3c(ccn3C)c2)CC1	11	-6	-3	4	-5	3	-1	3	4	-4
COC(=O)[C@]12C[C@H](CC(=O)NCc3ccccc3)C(=O)N(Cc3cccc4ccccc34)C1=C[C@H](C(C)C)O[C@@H]2C1CC1	.	0	.	-11	-2	0	7	3	-2	-7
CCCCN(CC)CCCNC(=O)Cn1nc(Cc2cccnc2)c2ccccc2c1=O	1	2	8	5	0	-2	-4	9	-3	2
COc1ccc2c(c1)CCCN2C(=O)C1CCCN(S(=O)(=O)c2cccc3ccccc23)C1 (centres undefined)	.	3	.	4	-3	1	8	-1	-6	2
O=C(CSc1nc(-c2cccs2)cc(C(F)(F)F)n1)NCc1ccco1	-1	3	-11	-4	9	6	2	3	-3	-2
CN(C)NC(=O)c1ccsc1NC(=O)c1ccc(S(=O)(=O)N2CCCC2)cc1	3	-1	-12	-5	-1	2	12	7	3	11

Some entries already given, showing only LEDGF integ inh:
SMILES	LEDGF integ inh
COc1cc(CNCCNC(=O)c2nonc2N)ccc1OCc1ccc(Cl)cc1	0
Cc1nc2nc(SCC(=O)NCCCN3CCCC(C)C3)nn2c(C)c1Cc1ccccc1Cl (centres undefined)	-1
CN(C(=O)Cn1nc(C(=O)O)c2ccccc2c1=O)c1ccccc1	-1

Source: PubChem BioAssay (several laboratories)
